# Screening data deposited in PubChem by National Center for Advancing Translational Sciences (NCATS).
# BRCA1 expr act = BRCA1 expression activation. Potency, µM (series often up to 46.1 µM), inactives show top-dose activation, most hits filed as activators. 1.1% of 380,000 active. MCF7-BRCA1-FFLuc reporter, luminescence, 48 h; response scale: scaled: vehicle 0%, 10 µM genistein 100%; also: nearly all actives have a fitted effect of over 80% in size; some results filed as inactive show a strong effect at the top dose
#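 Activators of BRCA1 expression were detected as increased firefly luciferase luminescence in engineered MCF7 cells after 48 h compound incubation. Signals were scaled to genistein 10 microM as full activation.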
# ELG1 genotoxic = inducers of genotoxicity in HEK293T ELG1-luciferase cells. HEK293T ELG1-luciferase reporter, luminescence, 16 h. Potency, µM (doses to about 46 µM), without a hit: top-dose activity change, positive = activation, most hits filed as activators. 1.3% of 330,000 active; also: % of control where 0% means no effect; nearly all actives have a fitted effect of over 60% in size
#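 Genotoxicity was scored as increased ELG1-luciferase reporter signal, measured by ONE-Glo luminescence (30 min, room temperature). Compound or vehicle exposure of the HEK293T reporter cells lasted 16 hr at 37°C.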
# Rab9 promoter act = Rab9 promoter activation | Huh7 Rab9 promoter-luciferase reporter, luminescence, 24 h | Potency, µM (titrated, usually from 9.22 µM), without a hit: at the top dose activation, negative = inhibition, hits mostly activators | 2.8% of 320,000 active; also: % of control where 0% means no effect; nearly all actives have a fitted effect of over 60% in size
#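 Luciferase signal after 10 min detection reagent at ambient indicates Rab9 promoter upregulation; stably transfected Huh7 cells were treated 24 h with compound in DMSO at 37 °C, 5% CO2.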
# CXXC DNA block = inhibitors of human MLL CXXC domain-DNA interaction; Potency, µM (series often up to 115 µM), for inactives: top-dose activity change, negative = inhibition, hits mostly inhibitors; MLL-CXXC / FITC-HOXA9 DNA fluorescence polarization; Q03164; 0.037% of 290,000 active; active = well fitted inhibition curve with a large enough effect in the polarisation, with a control signal flat, not every such curve was filed as active; inconclusive = small, poorly fitted or top-dose-only effect, or effect the other way, or a change in a side signal; inactive = no such curve, though single readings can be large or run the other way; the % refers to the polarisation
# Target sequence (Q03164 whole entry, looked up, the tested form may be a part): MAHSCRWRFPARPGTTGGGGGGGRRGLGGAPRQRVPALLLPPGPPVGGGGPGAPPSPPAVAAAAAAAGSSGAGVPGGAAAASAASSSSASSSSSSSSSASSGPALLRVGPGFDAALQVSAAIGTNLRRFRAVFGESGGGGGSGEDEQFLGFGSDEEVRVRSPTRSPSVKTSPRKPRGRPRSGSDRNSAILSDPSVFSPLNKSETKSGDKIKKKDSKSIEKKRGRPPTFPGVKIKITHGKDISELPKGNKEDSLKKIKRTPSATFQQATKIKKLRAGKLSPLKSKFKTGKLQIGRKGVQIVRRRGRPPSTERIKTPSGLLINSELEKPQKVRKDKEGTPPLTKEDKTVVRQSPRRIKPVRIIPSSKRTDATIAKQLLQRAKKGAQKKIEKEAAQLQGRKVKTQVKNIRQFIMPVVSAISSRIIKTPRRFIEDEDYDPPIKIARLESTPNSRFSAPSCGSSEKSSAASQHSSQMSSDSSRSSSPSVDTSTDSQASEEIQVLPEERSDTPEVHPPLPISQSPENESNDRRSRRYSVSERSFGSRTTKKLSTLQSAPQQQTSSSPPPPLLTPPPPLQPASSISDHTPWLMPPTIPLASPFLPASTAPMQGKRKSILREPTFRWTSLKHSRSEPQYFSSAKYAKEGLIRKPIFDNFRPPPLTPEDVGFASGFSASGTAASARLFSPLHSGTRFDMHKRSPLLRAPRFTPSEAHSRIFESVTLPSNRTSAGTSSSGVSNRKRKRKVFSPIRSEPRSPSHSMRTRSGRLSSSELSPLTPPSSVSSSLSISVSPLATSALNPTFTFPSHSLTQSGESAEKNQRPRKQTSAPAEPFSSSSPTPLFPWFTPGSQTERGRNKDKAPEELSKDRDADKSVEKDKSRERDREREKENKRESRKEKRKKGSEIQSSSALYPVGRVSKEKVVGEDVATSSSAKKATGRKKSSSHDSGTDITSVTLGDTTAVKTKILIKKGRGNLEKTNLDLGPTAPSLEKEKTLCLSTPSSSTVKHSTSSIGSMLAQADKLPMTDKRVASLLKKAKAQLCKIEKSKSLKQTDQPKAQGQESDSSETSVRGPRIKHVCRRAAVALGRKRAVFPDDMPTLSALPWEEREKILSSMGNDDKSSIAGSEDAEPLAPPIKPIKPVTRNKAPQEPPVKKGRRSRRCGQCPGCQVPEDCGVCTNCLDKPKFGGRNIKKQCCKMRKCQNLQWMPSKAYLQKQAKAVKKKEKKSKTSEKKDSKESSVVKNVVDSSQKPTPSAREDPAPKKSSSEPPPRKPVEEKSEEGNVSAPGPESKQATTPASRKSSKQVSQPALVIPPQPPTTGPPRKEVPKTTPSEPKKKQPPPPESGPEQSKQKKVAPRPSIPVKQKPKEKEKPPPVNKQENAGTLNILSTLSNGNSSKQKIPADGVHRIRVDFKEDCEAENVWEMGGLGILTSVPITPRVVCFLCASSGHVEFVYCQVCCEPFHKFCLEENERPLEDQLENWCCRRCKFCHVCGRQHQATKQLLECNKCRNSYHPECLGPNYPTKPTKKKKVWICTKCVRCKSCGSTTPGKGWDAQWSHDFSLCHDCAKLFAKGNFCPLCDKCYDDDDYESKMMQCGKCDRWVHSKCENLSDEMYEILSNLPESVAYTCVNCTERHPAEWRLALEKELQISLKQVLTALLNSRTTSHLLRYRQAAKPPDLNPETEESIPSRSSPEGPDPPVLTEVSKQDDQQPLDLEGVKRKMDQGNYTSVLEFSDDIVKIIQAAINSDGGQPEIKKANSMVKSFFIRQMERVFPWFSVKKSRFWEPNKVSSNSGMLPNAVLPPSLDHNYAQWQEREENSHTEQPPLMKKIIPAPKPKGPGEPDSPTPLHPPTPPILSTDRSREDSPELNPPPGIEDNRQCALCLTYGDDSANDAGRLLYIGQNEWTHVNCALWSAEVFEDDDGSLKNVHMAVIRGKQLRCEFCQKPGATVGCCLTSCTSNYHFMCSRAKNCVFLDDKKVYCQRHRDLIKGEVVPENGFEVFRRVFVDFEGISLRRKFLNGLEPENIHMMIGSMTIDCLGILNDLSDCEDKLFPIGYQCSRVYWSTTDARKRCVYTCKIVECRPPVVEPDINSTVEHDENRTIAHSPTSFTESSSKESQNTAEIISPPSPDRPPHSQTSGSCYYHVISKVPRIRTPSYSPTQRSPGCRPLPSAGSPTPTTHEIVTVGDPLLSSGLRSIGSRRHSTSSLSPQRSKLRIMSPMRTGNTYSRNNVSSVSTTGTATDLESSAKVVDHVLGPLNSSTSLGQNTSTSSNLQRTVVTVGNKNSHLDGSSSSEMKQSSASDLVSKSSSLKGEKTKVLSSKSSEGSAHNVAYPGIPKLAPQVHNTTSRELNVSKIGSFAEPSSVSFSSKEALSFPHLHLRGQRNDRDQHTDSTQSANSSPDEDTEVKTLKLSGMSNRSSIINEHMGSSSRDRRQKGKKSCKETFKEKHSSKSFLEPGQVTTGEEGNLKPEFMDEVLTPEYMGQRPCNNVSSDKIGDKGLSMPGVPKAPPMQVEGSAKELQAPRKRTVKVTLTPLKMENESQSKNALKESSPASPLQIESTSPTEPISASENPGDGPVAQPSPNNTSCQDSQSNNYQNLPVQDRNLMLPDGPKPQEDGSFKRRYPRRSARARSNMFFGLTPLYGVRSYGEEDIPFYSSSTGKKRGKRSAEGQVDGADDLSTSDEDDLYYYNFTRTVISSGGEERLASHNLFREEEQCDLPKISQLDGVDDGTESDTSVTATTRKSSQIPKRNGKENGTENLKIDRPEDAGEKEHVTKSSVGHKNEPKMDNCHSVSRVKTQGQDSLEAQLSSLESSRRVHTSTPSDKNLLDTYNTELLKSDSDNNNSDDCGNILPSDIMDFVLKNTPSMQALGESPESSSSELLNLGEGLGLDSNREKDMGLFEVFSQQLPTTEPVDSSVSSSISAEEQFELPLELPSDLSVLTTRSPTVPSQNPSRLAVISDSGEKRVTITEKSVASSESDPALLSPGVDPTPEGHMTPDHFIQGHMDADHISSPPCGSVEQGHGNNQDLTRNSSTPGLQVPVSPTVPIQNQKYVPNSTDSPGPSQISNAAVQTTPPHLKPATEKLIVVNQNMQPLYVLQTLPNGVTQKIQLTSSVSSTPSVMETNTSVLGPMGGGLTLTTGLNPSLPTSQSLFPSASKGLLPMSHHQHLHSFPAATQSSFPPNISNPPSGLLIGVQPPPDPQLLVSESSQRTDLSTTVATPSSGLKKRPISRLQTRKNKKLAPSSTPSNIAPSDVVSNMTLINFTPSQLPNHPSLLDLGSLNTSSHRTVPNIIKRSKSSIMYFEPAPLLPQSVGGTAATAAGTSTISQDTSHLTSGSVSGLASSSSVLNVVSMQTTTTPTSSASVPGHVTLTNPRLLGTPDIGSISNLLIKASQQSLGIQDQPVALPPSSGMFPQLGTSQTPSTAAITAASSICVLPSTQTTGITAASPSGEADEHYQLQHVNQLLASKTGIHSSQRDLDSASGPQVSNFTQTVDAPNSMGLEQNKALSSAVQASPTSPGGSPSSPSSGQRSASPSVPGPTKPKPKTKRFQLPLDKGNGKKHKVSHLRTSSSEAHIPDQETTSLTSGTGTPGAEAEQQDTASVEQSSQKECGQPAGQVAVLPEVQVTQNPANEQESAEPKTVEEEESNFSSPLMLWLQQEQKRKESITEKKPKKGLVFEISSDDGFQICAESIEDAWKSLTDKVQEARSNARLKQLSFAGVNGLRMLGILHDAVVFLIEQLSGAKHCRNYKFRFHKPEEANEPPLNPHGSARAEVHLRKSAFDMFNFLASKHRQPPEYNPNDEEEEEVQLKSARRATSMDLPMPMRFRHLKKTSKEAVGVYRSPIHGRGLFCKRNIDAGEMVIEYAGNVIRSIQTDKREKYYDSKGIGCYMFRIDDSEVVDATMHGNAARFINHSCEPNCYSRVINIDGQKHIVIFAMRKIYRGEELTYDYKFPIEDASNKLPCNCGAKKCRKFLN
#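 Steps: dispense CXXC domain solution (7 uM) → pin compounds or unlabeled HOX-A9 DNA control → 5 min ambient → add FLSN-HOX-A9 solution (50 nM) → spin → 30 min ambient → fluorescence polarization. Tris pH 7.5/NaCl/DTT/BSA buffer.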
# p53 reactivator = mutant p53 re-activation in reporter cells | H1299 p53-A138V BP100-luciferase reporter, luminescence, 24 h | Potency, µM (doses to about 92.2 µM), inactives show at the top dose activity change, positive = activation, actives largely listed as activators | 0.063% of 320,000 active; also: % of control where 0% means no effect; nearly all actives have a fitted effect of over 45% in size
#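 p53-null H1299 cells stably carrying temperature-sensitive p53-A138V and a BP100-luciferase reporter were pinned with compounds (4-point, 1:5 series) and held 24 hrs at 37 deg C. Luminescence was read 10 min after detection reagent.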
# uPA surface inh = inhibitors of cell surface uPA generation; cell surface uPA generation assay, qHTS; Potency, µM (series often up to 38.3 µM), without a hit: at the highest dose activity change, negative = inhibition, most hits filed as inhibitors; 0.31% of 330,000 active; active = well fitted inhibition curve with a large enough effect; inconclusive = small, poorly fitted or top-dose-only effect; inactive = no such curve, though single readings can be large or run the other way; tested in mouse RAW 264.7 cells; also: % is scaled to controls: 0 for no effect and ±100 for the full control effect; nearly all actives have a fitted effect of over 55% in size
# FLuc counter = counter-screen for miR-21 project: firefly luciferase inhibitors or activators | 6.9% of 360,000 active | Potency, µM (highest dose often 57.5 µM), without a hit: top-dose activity change, negative = inhibition, actives largely listed as inhibitors | P08659 | purified FLuc, Km substrates, luminescence inhibition;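 also: plate controls were vehicle for no effect and reference inhibitor for full effect; nearly all actives have a fitted effect of over 55% in size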
#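 Purified P. pyralis luciferase (10nM final) with 10uM D-luciferin and 10uM ATP (Km levels) in 50mM Tris acetate pH 7.5, 10mM Mg acetate, 0.01% Tween-20, 0.05% BSA; qHTS 6-point titration, ~60 µM downward; luminescence read.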
# VP16 counter = counter-screen for ROR gamma inhibitors: Gal4-VP16 reporter; AID 2546; 3.5% of 310,000 active; Potency, µM (top dose mostly 53.6 µM), for inactives: top-dose activity, negative = inhibition, usual class: inhibitors; Drosophila S2 Gal4-VP16 UAS-luciferase, luminescence, 20 h;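 also: Gal4-VP16 expression switched on by copper sulfate through the metallothionein promoter; % is scaled to controls: 0 for no effect and ±100 for the full control effect; nearly all actives have a fitted effect of over 50% in size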
# NPC1 prom act = activates the NPC1 promoter. Huh7 NPC1 promoter luciferase reporter, 24 h. Potency, µM (highest dose often 9.22 µM), for the others: top-dose activation, usual class: activators. 2.4% of 320,000 active;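 also: % of control where 0% means no effect; nearly all actives have a fitted effect of over 60% in size; reporter is driven by a mutant NPC1 promoter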
#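 Luminescence from an NPC1 promoter-driven luciferase reporter in stably transfected Huh7 cells was measured after 24 h compound treatment at 37 °C, followed by 10 min ambient incubation with luciferase detection reagent.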
# MBNL1 CUG block = blocks human MBNL1 binding to CUG repeat RNA. Q9NR56. TR-FRET MBNL1-His/biotin-(CUG)12 binding, 665/545 ratio. Potency, µM (doses to about 57.5 µM), inactives show top-dose activity change, negative = inhibition, usual class: inhibitors. 0.036% of 280,000 active. AID 2675; active = well fitted inhibition curve with a large enough effect in the signal ratio, with a control signal flat, not every such curve was filed as active; inconclusive = small, poorly fitted or top-dose-only effect, or effect the other way, or a change in a side signal; inactive = no such curve, though single readings can be large or run the other way; the % refers to the signal ratio; also: % is scaled to controls: 0 for no effect and ±100 for the full control effect
#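 Compound titration spanned 92 nM–58 uM against the MBNL1-His/biotin-(CUG)12 complex. After 60 min at room temperature with 5 nM streptavidin-XL665 and 0.055 ng/ul terbium anti-His, ratiometric 665/545 nm emission (Ex 340 nm) normalized to controls.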
# RORg inh = blocks mouse ROR gamma transcriptional activity; P51450; Drosophila S2 Gal4-RORgamma UAS-luciferase reporter, 20 h; Potency, µM (highest dose often 53.6 µM), for the others: at the top dose activity change, negative = inhibition, actives largely listed as inhibitors; 5.4% of 310,000 active; AID 2551; also: % is scaled to controls: 0 for no effect and ±100 for the full control effect; nearly all actives have a fitted effect of over 60% in size
#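 Drosophila Schneider cells stably carrying a metallothionein-driven Gal4 DBD–ROR gamma fusion and a UAS-Photinus luciferase reporter were exposed to compound for 1 hr, then induced with copper sulfate (700 uM final) for 20 hr at ambient temperature before luminescence reading.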
# * hit, by the source's call; ? = inconclusive; · = not tested or not shown; [ ] = another dose, or the depositor's remark. Unless noted, calls follow the shape of the dose curve; as a rule, active = well fitted curve in the direction sought with a large enough effect; inconclusive = small, poorly fitted or top-dose-only effect, or another doubt; inactive = no such curve, though single readings can be large; an effect the other way counts as inactive or inconclusive. Potency is read from the fitted curve at half-maximal effect. Some of the compounds tested; the hit share may differ from the screen's.
1. O=C(c1cccc2cccc(O)c12)N1CCCCC1
2. CCCCCCCCSc1nnc(CSc2nc3nc(C)cc(C)n3n2)o1
3. CC/C(=C\C(=O)c1ccncc1)Nc1ccc(O)cc1
4. COc1ccc(NC(=O)C2CCN(S(C)(=O)=O)CC2)cc1Cl
5. Cc1nn(C)c(Oc2ccccc2)c1CCNC(=O)CC(C)C
6. CC1(C)SC(=S)N(/N=C/c2cccnc2)C1N(O)C(=O)Nc1ccccc1 (configuration not stated)

Compound | 1 | 2 | 3 | 4 | 5 | 6
BRCA1 expr act | 6.2% | -31.0% | 12.2% | 3.3% | -30.0% | -44.2%
ELG1 genotoxic | -0.4% | -10.2% | -6.2% | 5.3% | -8.1% | 1.0%
Rab9 promoter act | -4.4% | 0.7% | 4.2% | -11.4% | -6.3% | 1.0%
CXXC DNA block | 1.5% | 13.3% | 9.9% | 1.9% | -9.2% | -3.2%
p53 reactivator | 4.6% | -2.5% | 0.5% | 7.2% | -3.5% | -2.2%
uPA surface inh | 1.9% | -2.3% | -5.1% | 6.1% | -8.4% | 8.8%
FLuc counter | -0.9% | -15.9% | ? | -2.6% | 0.1% | 3.9%
VP16 counter | 0.6% | -7.9% | ? | 0.0% | -7.4%[10 µM] | 6.2%
NPC1 prom act | 1.1% | -3.0% | 2.7% | -0.7% | 3.2% | -0.3%
MBNL1 CUG block | 9.4% | 0.2% | ? | 5.3% | -11.9% | 3.9%
RORg inh | ? | 0.5% | -31.7% | -17.2% | ? | -11.3%

7. S=c1[nH]nc(-c2ccccc2)n1/N=C/c1ccc(-c2ccccc2Cl)o1
8. Cc1ccc(C(=O)COC(=O)c2c(C)cc(=O)oc2C)cc1[N+](=O)[O-]
9. CC1CCN(C(=O)c2ccccc2NS(=O)(=O)c2ccccc2)CC1
10. Cc1c(CCC(=O)NCCCn2ccnc2)c(=O)oc2c(C)c3oc4c(c3cc12)CCCC4
11. CCC(=O)N1CCc2cc(S(=O)(=O)CCC(=O)Nc3nc(C)cs3)ccc21
12. Cc1ccc(-c2nc(CS(=O)CC(=O)NCCCc3ccccc3)c(C)o2)cc1 (configuration not stated)

Compound | 7 | 8 | 9 | 10 | 11 | 12
BRCA1 expr act | -32.2% | 3.5% | 23.2% | -8.1% | -6.8% | -4.2%
ELG1 genotoxic | -8.2% | -2.7% | -0.2% | -3.5% | -4.7% | 0.2%
Rab9 promoter act | -3.1% | -4.8% | 3.7% | -5.9% | 1.7% | 0.7%
CXXC DNA block | -1.0% | 3.8% | -11.9% | 4.3% | 14.6% | 40.5%[activator]
p53 reactivator | 10.4% | 0.3% | -3.8% | 7.3% | ? | -6.5%
uPA surface inh | ? | 0.6% | 4.2% | -6.5% | -1.3% | -5.2%
FLuc counter | -5.5% | -8.3% | 1.7% | -19.6% | 1.0% | 1.8%
VP16 counter | ? | 3.9% | 18.3% | ? | -10.5% | 3.9%
NPC1 prom act | -5.2% | -5.5% | 14.5% | 6.4% | 0.8% | -0.4%
MBNL1 CUG block | 35.1%[activator] | ? | -4.4% | -1.0% | ? | 2.9%
RORg inh | 4.47µM* | 29.8% | -1.7% | -28.2% | -0.3% | -1.8%

# Reprinted, entries 7–10
7. S=c1[nH]nc(-c2ccccc2)n1/N=C/c1ccc(-c2ccccc2Cl)o1
8. Cc1ccc(C(=O)COC(=O)c2c(C)cc(=O)oc2C)cc1[N+](=O)[O-]
9. CC1CCN(C(=O)c2ccccc2NS(=O)(=O)c2ccccc2)CC1
10. Cc1c(CCC(=O)NCCCn2ccnc2)c(=O)oc2c(C)c3oc4c(c3cc12)CCCC4

Compound | 7 | 8 | 9 | 10
BRCA1 expr act | -32.2% | 3.5% | 23.2% | -8.1%
ELG1 genotoxic | -8.2% | -2.7% | -0.2% | -3.5%
Rab9 promoter act | -3.1% | -4.8% | 3.7% | -5.9%
CXXC DNA block | -1.0% | 3.8% | -11.9% | 4.3%
p53 reactivator | 10.4% | 0.3% | -3.8% | 7.3%
uPA surface inh | ? | 0.6% | 4.2% | -6.5%
FLuc counter | -5.5% | -8.3% | 1.7% | -19.6%
VP16 counter | ? | 3.9% | 18.3% | ?
NPC1 prom act | -5.2% | -5.5% | 14.5% | 6.4%
MBNL1 CUG block | 35.1%[activator] | ? | -4.4% | -1.0%
RORg inh | 4.47µM* | 29.8% | -1.7% | -28.2%

# Rewritten field by field: 2 of the compounds above
2: CCCCCCCCSc1nnc(CSc2nc3nc(C)cc(C)n3n2)o1
  BRCA1 expr act: -31.0%
  ELG1 genotoxic: -10.2%
  Rab9 promoter act: 0.7%
  CXXC DNA block: 13.3%
  p53 reactivator: -2.5%
  uPA surface inh: -2.3%
  FLuc counter: -15.9%
  VP16 counter: -7.9%
  NPC1 prom act: -3.0%
  MBNL1 CUG block: 0.2%
  RORg inh: 0.5%

11: CCC(=O)N1CCc2cc(S(=O)(=O)CCC(=O)Nc3nc(C)cs3)ccc21
  BRCA1 expr act: -6.8%
  ELG1 genotoxic: -4.7%
  Rab9 promoter act: 1.7%
  CXXC DNA block: 14.6%
  p53 reactivator: ?
  uPA surface inh: -1.3%
  FLuc counter: 1.0%
  VP16 counter: -10.5%
  NPC1 prom act: 0.8%
  MBNL1 CUG block: ?
  RORg inh: -0.3%

# Later entries.
13. Cc1onc(NC(=O)NC(=O)c2c(Cl)cccc2Cl)c1Br
14. Cc1ccc(S(=O)(=O)Oc2ccc(C3C4=C(CCCC4=O)N(CCC(=O)O)C4=C3C(=O)CCC4)cc2Cl)cc1
15. CCN1CCN(CCC(=O)Nc2ccc(Br)c(C)c2)CC1
16. Cn1c(=O)c2cc(S(=O)(=O)NC(C(=O)NCc3cccnc3)c3ccccc3)ccc2n(C)c1=O (configuration not stated)

Compound | 13 | 14 | 15 | 16
BRCA1 expr act | 2.6% | -12.0% | -1.4% | -11.2%
ELG1 genotoxic | 8.1% | -0.8% | 4.0% | 3.5%
Rab9 promoter act | 5.5% | 0.2% | 3.5% | -1.0%
CXXC DNA block | -2.8% | 3.0% | -7.6% | 3.3%
p53 reactivator | 6.3% | 3.0% | · | 1.6%
uPA surface inh | 2.8% | 1.7% | -5.8% | -4.8%
FLuc counter | 7.6% | -0.8% | 1.7% | 8.4%
VP16 counter | -1.4% | -18.4% | 7.0% | 7.8%
NPC1 prom act | -0.5% | -3.2% | 10.0% | -3.7%
MBNL1 CUG block | -6.2% | 11.1% | -0.2% | -21.1%
RORg inh | 3.1% | 1.2% | 1.8% | -18.9%
